Screens from PubChem BioAssay.
CaV13 FRET inh = Disruptors of the CACNA1D IQ motif to Ca2+-dependent inactivation inhibitor domain association, primary screening, Förster resonance energy transfer in intact living …; inhibition, % at 12.3 µM; 0.098% of 340,000 active; HEK cells, CFP/YFP FRET ICDI-IQ, plate reader, 10 min; percent FRET-ratio fall versus neutral wells; AID 743397;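 active = mean replicate inhibition of at least 30% and at least 1% of replicates passing that level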;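 note: 0% = median of the neutral control wells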
HTR2A ag = agonists of mouse serotonin 5-HT2A receptor (HTR2A); AID 624169; CHO-K1 mHTR2A beta-arrestin complementation, luminescence; percent of 30 µM serotonin response; 0.66% of 360,000 active; activation, % at 7.6 µM; P35363;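 active = activation above a run cutoff, the mean activation of all tested compounds plus 3 SD, cut at about 14% in these data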;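 note: 0% = plate median of compound wells and 100% = 30 µM serotonin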
Target sequence (P35363 whole entry, looked up): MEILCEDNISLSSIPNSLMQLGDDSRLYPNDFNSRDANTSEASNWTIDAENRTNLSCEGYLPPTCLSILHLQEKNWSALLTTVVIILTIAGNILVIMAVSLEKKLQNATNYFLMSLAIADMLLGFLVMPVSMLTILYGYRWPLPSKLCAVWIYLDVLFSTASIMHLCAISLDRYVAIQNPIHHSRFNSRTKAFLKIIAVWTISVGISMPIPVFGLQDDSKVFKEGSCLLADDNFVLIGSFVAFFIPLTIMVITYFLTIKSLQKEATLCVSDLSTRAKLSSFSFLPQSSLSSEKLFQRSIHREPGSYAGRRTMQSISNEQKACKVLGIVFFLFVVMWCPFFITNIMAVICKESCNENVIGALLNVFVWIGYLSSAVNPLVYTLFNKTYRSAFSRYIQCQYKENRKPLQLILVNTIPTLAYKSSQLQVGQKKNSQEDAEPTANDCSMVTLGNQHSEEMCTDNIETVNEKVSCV
H9c2 protect = protects H9c2 cardiomyocytes from peroxide injury; H2O2 injury protection, ATPLite, 2 h; protection from H2O2 cell death, % at 20 µM; 0.63% of 360,000 active; AID 588492;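 active = compounds giving at least 50% protection of heart cells from peroxide-induced death in the single-dose screen, raw or plate-pattern-corrected value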;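 note: 0% = DMSO wells with peroxide and 100% = DMSO wells without peroxide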
hiPSC survival = enhancers of human iPSC single-cell survival; 0.044% of 360,000 active; survival enhancement, % at 20 µM; hiPSC single-cell survival, ATPlite luminescence; 100% = ROCK inhibitor wells, 0% = DMSO; in the data active = survival enhancement above about 18%;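 note: cells exposed to compounds for 16 hours before the ATP read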
Shn3 3UTR inh = reduces Shn3 3'UTR luciferase signal in osteoblasts. Clone20 osteoblast Shn3 3'UTR firefly luciferase, 24 h. inhibition, % at 12.5 µM. 0.52% of 360,000 active. AID 588674;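 active = mean inhibition of at least 75% with every replicate also reaching 75%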;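 note: 0% = median of neutral control wells and 100% = pilot-screen positive control compound; some compounds past the cut are filed as inactive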
PDI turbidity = inhibitors of human protein disulfide isomerase; P07237; 0.052% of 350,000 active; PDI insulin aggregation turbidity, A650, 90 min; inhibition, % at 10 µM; AID 588391;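 active = mean inhibition across replicates of 30% or more, whatever share of single replicates reach that level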;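 note: absorbance from insulin aggregation driven by PDI reduction with DTT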
NR2E3 ag-1 = NR2E3 (human) agonism | GST-NR2E3/biotin-RetCOR TR-FRET, 1536-well | 0.12% of 320,000 active | AID 2300 | inhibition of corepressor binding, % at 4.78 µM | Q9Y5X4;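 active = percent inhibition above the cutoff of mean plus 3 SD of all tested compounds, set per screening campaign, cut at about 20% in these data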;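 note: 0% = DMSO wells and 100% = biotin wells as full block of FRET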
Target sequence (Q9Y5X4 whole entry, looked up): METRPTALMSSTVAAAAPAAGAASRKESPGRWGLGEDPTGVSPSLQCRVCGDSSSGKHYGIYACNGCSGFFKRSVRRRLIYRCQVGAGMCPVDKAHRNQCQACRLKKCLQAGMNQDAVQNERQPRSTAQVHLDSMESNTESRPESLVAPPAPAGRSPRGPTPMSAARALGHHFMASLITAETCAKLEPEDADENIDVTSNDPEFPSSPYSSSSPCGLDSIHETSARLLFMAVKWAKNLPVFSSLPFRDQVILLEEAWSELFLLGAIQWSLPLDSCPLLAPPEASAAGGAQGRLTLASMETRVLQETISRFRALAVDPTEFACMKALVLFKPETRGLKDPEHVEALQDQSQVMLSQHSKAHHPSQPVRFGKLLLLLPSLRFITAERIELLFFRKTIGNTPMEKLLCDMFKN
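Assay system: NR2E3–RetCOR corepressor complex. Quantity: 1.35 nM GST-NR2E3. Buffer or medium: pH 7.5 Tris-based buffer. Reagent: biotinylated RetCOR corepressor at 7 nM final. Schedule: 5 h at 4 °C. Detection: TR-FRET, emission read at 617 and 671 nm. Replicates: one well per compound, singlicate testing.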
MITF TRPM1 inh = reduces MITF-dependent TRPM1 promoter luciferase signal; SK-MEL-5 TRPM1 promoter luciferase, 24 h; inhibition, % at 12.5 µM; 0.83% of 330,000 active;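 active = mean inhibition across replicates of 60% or more, whatever share of single replicates reaches that level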; note: values of inactives mirror those of a sister screen read the other way
NR2E3 ag-2 = human photoreceptor-specific nuclear receptor agonism. Q9Y5X4. CHO-S Gal4-NCOR/VP16-NR2E3 two-hybrid, luciferase. inhibition of corepressor binding, % at 3.98 µM. 0.35% of 360,000 active. AID 602229;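 active = inhibition above the mean of all tested compounds plus 3 SD, cut at about 70% in these data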;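 note: 0% = DMSO with NR2E3 transfected cells and 100% = cells lacking NR2E3 construct; higher means lower luciferase signal from less NR2E3 corepressor binding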
Peg3 promoter = reduces Peg3 promoter-driven luciferase expression in HeLa; AID 588405; inhibition, % at 20 µM; HeLa PEG-Prom luciferase reporter, luminescence, overnight; 1.7% of 360,000 active;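 active = inhibition of at least 50% at 20 µM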
HIF-2a block = blocks HIF-2a reporter activity. 786-0 RCC cells HIF-2a reporter, luciferase luminescence, overnight. inhibition, % at 18.8 µM. 0.72% of 360,000 active;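 active = inhibition of the luminescence signal of 40% or more relative to plate controls, in a single-dose primary screen at 18.75 µM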
* hit, by the source's call; . = not tested or not shown.

SMILES | CaV13 FRET inh | HTR2A ag | H9c2 protect | hiPSC survival | Shn3 3UTR inh | PDI turbidity | NR2E3 ag-1 | MITF TRPM1 inh | NR2E3 ag-2 | Peg3 promoter | HIF-2a block
Cc1ccc(C(=O)CSc2nc(C)cc(SCc3nnc(-c4ccccc4)o3)n2)cc1 | -5 | -2 | -4 | -3.8 | 16 | -3 | 2 | -2 | -15 | 1 | 3
COc1cc(C)c(C(=O)Oc2cc(C)c(C(=O)O)c(O)c2C)c(OC)c1C | . | 0 | -1 | -0.9 | -5 | . | 2 | 15 | -6 | 22 | -17
COc1ccc2[nH]c(=O)c(C3c4cc(OC)c(OC)cc4CCN3C(=O)c3ccco3)cc2c1 (stereo unspecified) | -5 | 5 | 1 | -0.4 | -3 | -7 | 0 | 5 | -8 | 22 | 26
CCN(CC)c1ccc(CNc2nc3ccccc3n2CC)cc1 | -3 | -5 | -8 | -0.6 | -7 | 4 | -3 | 9 | -19 | -14 | 0
NS(=O)(=O)c1ccc(NC(=O)COC(=O)c2cc(Cl)ccc2[N+](=O)[O-])cc1 | -6 | 1 | 6 | 1.4 | 3 | 1 | -2 | -2 | -21 | 10 | 9
Nc1nccnc1C(=O)OCC(=O)c1ccc[nH]1 | -6 | 7 | 4 | 0.0 | 3 | -2 | -1 | 7 | -10 | -4 | -2
O=C(COC(=O)c1c[nH]c2ccccc12)Nc1ccccc1 | -15 | -3 | 4 | 3.9 | 17 | 13 | . | 0 | -21 | -17 | -45
COCCNC(=O)C(c1ccc(C)cc1)N(C(=O)CCC(=O)Nc1ccccn1)c1ccc(F)cc1 (stereo unspecified) | -7 | 9 | -1 | -0.2 | 6 | 10 | 3 | 0 | -4 | -4 | 5
CC(C)c1ccc(NC(=O)[C@@H](C)NC(=O)[C@@H]2Cc3ccccc3CN2)cc1 | -2 | -2 | -4 | 0.2 | -8 | -7 | -4 | 0 | -24 | -31 | -34
NC(=O)c1ccsc1NC(=O)COC(=O)CNC(=O)c1ccc(Cl)cc1 | -6 | -1 | -4 | -0.3 | 2 | -11 | . | -1 | 0 | 8 | 9
N#Cc1cnn(-c2cc(Cl)ccc2Cl)c1N | -2 | 0 | 0 | -1.1 | -9 | 3 | . | . | -8 | 2 | 12
CCCCCCC(=O)N/N=C(\C)Cc1ccccc1 | -5 | -6 | -4 | 2.0 | -1 | 8 | 2 | 12 | -19 | 4 | 9
O=C(/C=C/c1cccc(F)c1)Nc1ccc(S(=O)(=O)Nc2ncccn2)cc1 | -3 | -2 | -4 | -0.5 | 2 | -2 | -1 | -7 | -34 | 0 | 13
COc1ccccc1-n1cnnc1SCC(=O)N1CC(=O)Nc2ccccc21 | -5 | 3 | -1 | 3.8 | -8 | 6 | 1 | 10 | -25 | 3 | -7
Cc1cc2ccccc2n1CCNC(=O)c1ccc(S(=O)(=O)N2CCCCC2)cc1 | -4 | -1 | 14 | 0.5 | -14 | . | -2 | 8 | -8 | 11 | 29
Cn1c(C(=O)OCC(=O)NCCc2ccccc2)cc2sccc21 | -9 | -2 | -4 | 0.2 | -18 | -3 | -1 | 9 | 13 | 1 | 10
CSc1ccc(CN2CCN(S(=O)(=O)Cc3ccccc3)CC2)cc1 | -3 | 3 | -4 | -0.5 | -24 | 2 | 1 | 11 | -15 | 22 | 15
CC(=O)Nc1ccc(N(C(=O)c2ccco2)C(C(=O)NC2CCCC2)c2ccncc2)cc1 (stereo unspecified) | -7 | 2 | 1 | 0.9 | -12 | -6 | 1 | -11 | -21 | 4 | 8
Nc1ncnc2nc(Sc3ccc(Cl)cc3)[nH]c12 | -6 | -5 | -3 | -2.4 | 6 | 1 | -1 | -1 | 2 | 7 | 7
COc1ccc(C(=O)N(CCCO)Cc2cc3c(C)ccc(C)c3[nH]c2=O)cc1OC | . | 0 | -2 | 6.7 | -20 | 3 | . | 7 | 8 | -44 | -13
COc1ccc(OC)c(CCNC(=O)C2CCN(c3nnc(-n4cccc4)s3)CC2)c1 | -7 | -3 | 6 | -1.1 | 4 | -24 | 2 | 10 | 0 | 23 | -1
COC(=O)c1ccc(CNC(=O)C(C)N=C2NS(=O)(=O)c3ccccc32)cc1 (stereo unspecified) | -2 | -11 | 6 | -0.3 | 10 | -8 | . | -1 | 14 | -7 | 7
Cc1cc(C)c2c(=N)c3ccccc3n(CCCCCCCCn3c4ccccc4c(=N)c4c(C)cc(C)nc43)c2n1 | 9 | -6 | -20 | -2.4 | 84 | 6 | . | 55 | 12 | 105* | 0
Cc1occc1C(=O)NCc1cccc(CNC(=O)c2ccoc2C)c1 | . | -1 | 2 | 1.8 | 16 | 8 | 5 | 11 | -11 | 2 | 3
CN(CCNC(=O)CCCOc1cc(=O)n(C)c2ccccc12)Cc1ccccc1 | 4 | -3 | 0 | -2.0 | -18 | 9 | 2 | 5 | 25 | -17 | 3

Other results
SMILES | CaV13 FRET inh | HTR2A ag | H9c2 protect | hiPSC survival | Shn3 3UTR inh | PDI turbidity | NR2E3 ag-1 | MITF TRPM1 inh | NR2E3 ag-2 | Peg3 promoter | HIF-2a block
CCOc1ncccc1C(=O)Nc1ccc(OC)c(S(=O)(=O)N2CCOCC2)c1 | -5 | -4 | 8 | 0.4 | -7 | -3 | . | -2 | 23 | -4 | 6
CCc1nnc(NC(=O)c2sc3nc4cc(C)ccc4cc3c2N)s1 | -4 | 1 | 14 | -0.1 | -5 | -6 | 37* | -24 | -35 | -90 | -129
COCc1ccc(C(=O)NC2CCSc3ccccc32)cc1 (stereo unspecified) | -2 | -1 | -2 | -0.7 | 18 | 1 | -2 | -23 | -18 | -55 | -48
CC(=O)Nc1cncc(-c2cccc(N(C)C)c2)n1 | -5 | 9 | 3 | 0.5 | -9 | 1 | . | . | -12 | -39 | -63
COc1cccc(CC2(CO)CCN(Cc3cnc(N4CCOCC4)s3)CC2)c1 | 0 | 3 | 14 | 2.2 | -3 | 3 | 0 | -3 | 18 | 4 | 11
Cc1onc(-c2c(Cl)cccc2Cl)c1NC(=O)NNc1ccccc1 | 1 | -2 | -3 | -0.6 | 13 | -1 | 4 | 8 | -25 | 11 | 11
Cc1oc(-c2ccoc2)nc1CN(Cc1ccccc1)CC1CC1 | 4 | 1 | -9 | 1.5 | -1 | -13 | 3 | 2 | 11 | 6 | 8
COc1cccc(Nc2nc3ccccc3c(=O)[nH]2)c1 | -3 | -4 | 26 | 6.8 | -5 | -11 | 1 | -13 | -6 | -39 | -53
Cc1ccc(S(=O)(=O)c2cc3c(=O)n4cccc(C)c4nc3n(Cc3ccncc3)c2=N)cc1 | . | -6 | 0 | 0.1 | -6 | -14 | -1 | 19 | 14 | 16 | 17
Cc1nc(C)n(CCNS(=O)(=O)c2ccccc2)n1 | -3 | -5 | -4 | -0.3 | -7 | 3 | 1 | -7 | -19 | 19 | 16
CC1CC(C)(C)CC2(C1)NC(=O)N(CC(=O)NC1CCCc3ccccc31)C2=O (stereo unspecified) | -5 | -2 | -4 | 1.6 | 3 | 24 | 2 | 17 | -7 | 2 | 13
O=C(NC(=S)Nc1ccc(Cl)c(C(=O)O)c1)c1ccc(OCc2ccccc2)cc1 | -11 | 3 | -3 | -0.5 | 2 | -4 | 1 | 3 | -22 | -26 | -96
COC(=O)/C(=N/Nc1ccccc1Cl)Sc1nnc(C(O)c2ccccc2)n1-c1ccccc1 (stereo unspecified) | 4 | -4 | 1 | 1.1 | -4 | -5 | -3 | -1 | -4 | 1 | 10
O=c1c2ccccc2c(-c2ccccc2)nn1-c1ccccc1 | -21 | -7 | -2 | -0.5 | 2 | -3 | 2 | . | -5 | 14 | 24
CCCN(CCC)Cc1c(C(=O)N/N=C/c2c[nH]c3ccccc23)nnn1-c1nonc1N | -4 | -4 | -13 | 0.0 | 6 | 1 | -3 | 4 | 3 | 22 | 8
COc1cc(C2CC(=O)Oc3c(C(CCN4CCOCC4)c4ccc(N(C)C)cc4)c(OC)cc(OC)c32)cc(OC)c1OC (stereo unspecified) | -4 | -7 | -2 | -2.5 | 9 | -1 | -7 | 7 | -4 | -4 | 8
CCN(CC)S(=O)(=O)c1ccc(N2CCOCC2)c(NC(=O)c2nn(C)c(=O)c3ccccc23)c1 | -2 | 4 | 8 | -0.4 | 27 | 12 | . | 14 | -10 | 32 | 10
CCC(=O)Nc1ccc(NCc2ccc(-c3ccccc3)cc2)cc1 | -21 | -1 | -3 | 0.2 | 2 | -4 | 0 | -3 | -10 | -6 | 6
C=CCN(CC=C)c1ccc(N2C(=O)C3CCCCC3C2=O)cc1[N+](=O)[O-] (stereo unspecified) | -6 | 1 | -10 | 0.1 | 7 | -1 | -1 | -3 | 15 | 21 | 9
O=c1c2ccccc2nc(-c2cccc(Cl)c2)n1O | -4 | 5 | 9 | 0.6 | 23 | 0 | 3 | 11 | -7 | 13 | -3
CCOC(=O)C1CCN(C(=O)/C=C/c2ccc(OC)cc2)CC1 | -5 | 0 | 2 | -3.4 | -31 | -10 | -6 | -30 | -136 | -245 | -82
COc1ccc(/C=C2/C(=O)N(CC3CCCO3)C(=S)N2C)c(OC)c1 (stereo unspecified) | . | 9 | 7 | 2.1 | 16 | -14 | 1 | 0 | -26 | 0 | 6
CCn1cnc2c1c(=O)n(CC(=O)OC)c(=O)n2Cc1ccccc1 | -6 | 0 | 3 | 1.7 | 17 | 6 | -2 | -3 | 15 | 9 | 21
O=C(NCCS(=O)(=O)NCc1ccccc1Cl)c1ccc2c(c1)OCO2 | -4 | -4 | 2 | -0.4 | -16 | -5 | 0 | -4 | 2 | -7 | 15
CCOC(=O)CSc1nc(N)c(C#N)c(-c2cccs2)c1C#N | . | -2 | -13 | -0.9 | 19 | -2 | 3 | -1 | 21 | -2 | 6
CC(=O)c1ccc(NC(=O)c2ccccc2-c2ccccc2C(=O)O)cc1 | -1 | -5 | -4 | 0.0 | -9 | -22 | -3 | 14 | -7 | 13 | 23
COC(=O)c1cc(C(=O)OCC(=O)NC(=O)NCc2ccccc2)cc([N+](=O)[O-])c1 | -7 | 12 | 6 | -0.4 | -1 | 6 | 2 | -9 | -11 | 11 | -10
CCC(CO)Oc1cc(NCc2cccc(C(F)(F)F)c2)c2ncn(C(C)C)c2c1 (stereo unspecified) | -13 | 2 | -12 | 2.5 | 4 | 0 | . | 8 | 28 | 22 | 1
COc1ccc(S(=O)(=O)N2CCN(C(=O)CC(C)C)CC2)cc1 | -19 | 5 | -5 | 0.8 | 10 | -1 | 3 | 9 | -23 | 9 | 17

Results in HTR2A ag, HIF-2a block and Peg3 promoter (2 entries from above):
smiles	HTR2A ag	HIF-2a block	Peg3 promoter
CCOc1ncccc1C(=O)Nc1ccc(OC)c(S(=O)(=O)N2CCOCC2)c1	-4	6	-4
CCc1nnc(NC(=O)c2sc3nc4cc(C)ccc4cc3c2N)s1	1	-129	-90
